ERp5 block: ERp5 (human) disulfide isomerase inhibition. Q15084. ERp5 insulin aggregation, absorbance 650 nm, 90 min. inhibition, % at 9.99 µM. 0.05% of 350,000 active. AID 651711;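 active = mean replicate inhibition above about 25%, with every replicate also reaching it, limit read from the data, passing the limit was not always enough; inconclusive = only one of those two criteria met; inactive = neither criterion met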
PglD inh: PglD (C. jejuni) enzyme inhibition. purified PglD enzyme, DTNB colorimetric CoA detection. inhibition, % at 12.5 µM. 0.098% of 360,000 active. AID 602405; in the data active = inhibition above about 16%, passing the limit was not always enough; inconclusive = no clear call, values can overlap the other calls; also: strong numbers were not always called active
E-selectin induc: induces E-selectin expression in human endothelial cells; P16581; HUVEC E-selectin immunofluorescence imaging; normalized: neutral wells 0, TNF-alpha wells 100; activation, % at 7.58 µM; 0.37% of 260,000 active; AID 686992;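 active = mean E-selectin-positive cell signal at least 10% of the positive control, reached in at least 60% of replicates, without over 20% cell loss; inconclusive = no rule given, readout overlaps actives, possibly toxicity-flagged; inactive = the rest, including those meeting only one limit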;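 also: in these data hits start at about 27%; measured in HUVEC primary endothelial cells; signal is the percent of cells scored E-selectin positive by PE staining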
Target sequence (P16581 whole entry, looked up): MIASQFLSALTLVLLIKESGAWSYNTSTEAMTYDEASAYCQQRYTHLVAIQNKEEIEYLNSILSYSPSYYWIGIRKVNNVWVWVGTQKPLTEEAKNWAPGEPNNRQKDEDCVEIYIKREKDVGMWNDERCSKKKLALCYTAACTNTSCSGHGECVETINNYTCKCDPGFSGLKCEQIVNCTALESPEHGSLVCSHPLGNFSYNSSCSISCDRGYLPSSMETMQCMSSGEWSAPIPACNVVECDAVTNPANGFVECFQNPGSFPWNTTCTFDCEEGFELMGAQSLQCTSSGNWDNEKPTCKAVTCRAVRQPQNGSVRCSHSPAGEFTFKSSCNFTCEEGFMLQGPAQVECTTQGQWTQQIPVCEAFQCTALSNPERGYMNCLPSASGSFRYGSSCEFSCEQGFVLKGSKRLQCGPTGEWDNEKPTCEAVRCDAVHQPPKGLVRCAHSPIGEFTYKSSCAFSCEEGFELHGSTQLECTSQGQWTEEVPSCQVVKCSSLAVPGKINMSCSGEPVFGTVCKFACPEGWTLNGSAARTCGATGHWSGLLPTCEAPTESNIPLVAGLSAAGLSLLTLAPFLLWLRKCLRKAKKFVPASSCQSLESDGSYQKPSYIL
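Assay system: HUVEC, human umbilical vein endothelial cells / Amount: 3,000 HUVEC/well / Controls: TNF-alpha positive control, DMSO neutral control / Compound dosing: single concentration / Medium: EGM-2 over gelatin coat / Evaluation: percent E-selectin-positive cells / Signal: immunofluorescence imaging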
Statin myotox sup: suppression of simvastatin myotoxicity | C2C12 myotubes + simvastatin, ATP luminescence, 48 h; scaled: DMSO 0, geranylgeraniol control 100 | rescue of ATP level, % at 7.49 µM | 0.78% of 330,000 active | AID 602340;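 active = mean ATP rescue above about 67%, or every replicate alone reaching that limit, limit read from the data, passing the limit was not always enough; inconclusive = no clear call, values can overlap the other calls; inactive = mean under the limit and some replicate under it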;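 also: myotubes were challenged with 10 µM simvastatin during compound exposure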
S100A4 inh HTS: inhibitors of human S100A4 binding to myosin IIA peptide. P26447. S100A4/TAMRA-MyoIIA peptide fluorescence polarization. inhibition, % at 10.7 µM. 0.14% of 360,000 active. AID 652163;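 active = mean inhibition of at least 70% across replicates, with every replicate also reaching that level; inconclusive = mean inhibition reaches 70% but some replicates fall short; inactive = mean inhibition below 70%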
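Material: human S100A4 monomer with TAMRA-labelled myosin IIA peptide; buffer or medium: HEPES pH 7.2 with CaCl2, KCl, NaCl, DTT, Triton; compound dosing: one concentration per compound; schedule: 5 min incubation before reading; benchmarks: neutral control DMSO, positive control TFP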
DENV2 CPE rescue: DENV2-induced cell death inhibition. 1.7% of 350,000 active. DENV2-infected cells, cytopathic effect rescue, plate reader. CPE inhibition, % at 9.99 µM; in the data active = CPE inhibition above about 20%, passing the limit was not always enough; inconclusive = no clear call, values can overlap the other calls; tested in BHK-21 cells;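 also: 0% = median of neutral control wells and 100% = median of positive control wells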
SIRT5 block: sirtuin-5 (human) deacylase inhibition; Q9NXA8; Purified SirT5, succinyl-peptide AMC, trypsin-coupled fluorescence; inhibition, % at 15 µM; 1.1% of 330,000 active; AID 652115; in the data active = inhibition above about 15%; inconclusive = no clear call, values can overlap the other calls
Target sequence (Q9NXA8 whole entry, looked up): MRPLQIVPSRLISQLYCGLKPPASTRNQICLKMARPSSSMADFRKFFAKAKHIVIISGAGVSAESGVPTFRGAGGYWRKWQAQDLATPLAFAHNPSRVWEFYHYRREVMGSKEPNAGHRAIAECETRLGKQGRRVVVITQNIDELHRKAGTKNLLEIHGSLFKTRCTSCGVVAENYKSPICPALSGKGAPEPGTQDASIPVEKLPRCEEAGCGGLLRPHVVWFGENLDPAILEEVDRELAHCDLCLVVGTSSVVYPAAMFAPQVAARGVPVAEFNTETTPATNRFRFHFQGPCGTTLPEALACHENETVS
Numbers without * were called inactive; ? = inconclusive; . = no result given. These rows are one share of the data, so the mix of outcomes need not match the whole.

SMILES,ERp5 block,PglD inh,E-selectin induc,Statin myotox sup,S100A4 inh HTS,DENV2 CPE rescue,SIRT5 block
C[C@H](CO)N1C[C@H](C)[C@H](CN(C)Cc2ccc(C(F)(F)F)cc2)Oc2ccc(NC(=O)Nc3ccc(F)cc3)cc2C1=O,-2,2,-15,-9,-1,15,2
C[C@@H]1CCCCO[C@@H](CN(C)C(=O)CCCN(C)C)[C@@H](C)CN([C@H](C)CO)C(=O)c2cc(NS(=O)(=O)c3cn(C)cn3)ccc2O1,-4,3,0.0,.,11,8,-5
COc1ccc(OC)c(N(C(=O)c2snc(C(N)=O)c2N)C(C(=O)NCC2CCCO2)c2ccc3ncccc3c2)c1 (stereo not given),2,0,23,1,-1,0,1
NC(=O)Cn1c(=O)n(Cc2ccccc2)c(=O)c2cccnc21,-6,1,.,11,-3,-1,0
CC1CCN(Cc2c(C(=O)N/N=C/c3ccc(C(C)C)cc3)nnn2-c2nonc2N)CC1,7,1,.,13,-1,-2,-1
CCOc1ccc(NC(=O)c2cc(S(=O)(=O)N3CCOCC3)cn2C)cc1,-2,2,.,4,2,-10,1
O=C(C1CCOCC1)N1CC(=O)N2[C@H](CO)[C@@H](c3ccc(C#CCc4ccccc4)cc3)[C@H]2C1,1,.,-0.2,.,-1,-3,16*
O=C(c1ccc(Cl)s1)N1CCN(c2ncccn2)CC1,6,8,.,18,-1,-3,0
O=C1C=C(c2ccc(-c3ccccc3)c(F)c2)C[C@@H](c2ccc3c(c2)OCO3)C1,5,1,-0.3,18,14,-1,.
O=C1NC(=S)NC1Cc1ccc(O)cc1 (stereo not given),0,6,-2.6,-10,-35,-4,-3
CCCCn1c(N)c(N(CCOC)C(=O)c2cc(S(=O)(=O)N3CCOCC3)ccc2Cl)c(=O)[nH]c1=O,1,-1,-0.5,15,0,0,-3
O=C(c1cnn(Cc2ccccc2)c1)N1CCN(S(=O)(=O)/C=C/c2ccccc2)CC1,-5,-7,.,-3,-16,8,1

(next part)
SMILES,ERp5 block,PglD inh,E-selectin induc,Statin myotox sup,S100A4 inh HTS,DENV2 CPE rescue,SIRT5 block
Cc1cc(C)nc(NC(=O)c2ccccc2O)n1,1,4,0.2,-1,9,-1,0
COc1ccccc1NC(=O)N(C)C[C@H]1OCc2ccccc2-c2ccccc2C(=O)N([C@@H](C)CO)C[C@H]1C,1,-6,-0.5,-9,1,3,-1
COCC(=O)Nc1ccc2c(c1)C(=O)N(C)[C@@H]1CC[C@H](CC(=O)Nc3cn(C)nc3C)O[C@@H]1CO2,.,1,-0.1,-17,.,-6,.
COc1cc(OC)c2c(c1)O/C(=C\c1ccccc1)C2=O,1,2,0.0,5,-3,1,-1
CC(=O)Nc1ccc2c(c1)C(=O)N(C)[C@H]1CC[C@H](CC(=O)Nc3cccc(Cl)c3)O[C@@H]1CO2,1,-3,0.0,0,-4,-2,0
Nc1nnc(SCC(=O)OCC(=O)c2ccccc2)s1,5,.,-0.2,.,-2,?,-2
CCOC(=O)c1c(C)[nH]c(C)c1S(=O)(=O)N1CCOCC1,8,0,.,20,-7,-3,-2
C[C@@H]1CCCCO[C@@H](CN(C)S(=O)(=O)c2cccs2)[C@@H](C)CN([C@@H](C)CO)C(=O)c2cc(NC(=O)Cc3ccccc3)ccc2O1,.,-5,-0.3,.,.,2,.
Cc1cccc(OCC(=O)Nc2ccc3c(c2)nc(CCN2CCCCC2)n3C)c1,-2,-4,.,-2,-11,-2,-2
CC(=O)c1ccc(N2CCN(S(=O)(=O)c3ccc4c(c3)CC(=O)N4C)CC2)cc1,-2,1,.,10,50,7,4
O=C(CN1C(=O)NC2(CCCC2)C1=O)Oc1ccc2ccc(=O)oc2c1,9,.,.,6,-2,0,2
Cc1cc2ncn(-c3nnnn3-c3ccccc3)c2cc1C,.,0,-0.7,11,.,.,.

Continued:
SMILES,ERp5 block,PglD inh,E-selectin induc,Statin myotox sup,S100A4 inh HTS,DENV2 CPE rescue,SIRT5 block
COc1ccccc1-c1ccc2c(c1)O[C@@H](CN(C)C)[C@H](C)CN([C@H](C)CO)S2(=O)=O,4,-2,-0.5,-7,-8,10,-10
COc1ccc(/C=[N+](\[O-])C2N(c3ccccc3)C(=S)SC2(C)C)cc1OC (stereo not given),0,.,0.2,.,1,2,-1
Cc1ccccc1NS(=O)(=O)c1ccc(C(=O)NNC(=O)c2ccccc2O)cc1,8,1,-0.2,6,2,15,1
C[C@H](CO)N1C[C@H](C)[C@H](CN(C)CC2CCCCC2)OCc2cnnn2CCCC1=O,0,1,-0.2,-6,0,-3,-7
CCOC(=O)Cc1csc(NC(=O)c2sc3nc4cc(C)ccc4cc3c2N)n1,-5,.,0.1,.,18,-3,2
CC1Cc2ccccc2N1CC(=O)Nc1ccc(N2CCOCC2)cc1 (stereo not given),1,3,.,5,-1,-6,0
Cc1noc(C)c1S(=O)(=O)N(C)C[C@@H]1OCCCC[C@@H](C)Oc2ccc(NS(C)(=O)=O)cc2C(=O)N([C@H](C)CO)C[C@@H]1C,0,1,0.0,.,-5,0,1
CCOC(=O)Cn1nc(C)cc1NC(=O)c1cc(OC)c(OC)c(OC)c1,5,-1,0.3,-14,-2,1,-2
C[C@H](CO)N1C[C@H](C)[C@H](CN(C)S(C)(=O)=O)Oc2cc(C#CC3CC3)ccc2S1(=O)=O,6,-2,-2.3,20,-4,-5,0
COc1ccc(CN(C)C[C@@H]2Oc3ccc(NC(=O)Nc4ccc5c(c4)OCO5)cc3CC(=O)N([C@H](C)CO)C[C@H]2C)cc1,0,0,0.0,56,12,1,-1
COc1cc(NC(=O)COC(=O)CCOc2ccc(C)cc2)cc(OC)c1,8,0,-0.2,5,-4,5,-1
CSCCC(NC(=O)C1CCC(C)CC1)C(=O)N1CCN(c2ccccn2)CC1 (stereo not given),-11,1,.,-10,1,.,-3

Going on with the list:
SMILES,ERp5 block,PglD inh,E-selectin induc,Statin myotox sup,S100A4 inh HTS,DENV2 CPE rescue,SIRT5 block
C[C@@H]1CN([C@@H](C)CO)C(=O)c2cccc(NC(=O)C3CCOCC3)c2O[C@H]1CN(C)Cc1ccc(-c2ccccc2)cc1,-1,-1,0.6,5,7,?,5
Cc1sc2ncnc(N3CCC(C(=O)N(C)CC(=O)Nc4ccc(Cl)c(C(F)(F)F)c4)CC3)c2c1C,-3,-5,-0.2,-2,3,0,2
COc1ccc2ccccc2c1CNC(=O)CC1C(=O)NCCN1CC(C)C (stereo not given),1,-8,-0.2,1,-2,-5,0
COc1ccc(N(C(=O)c2ccco2)C(C(=O)NC2CCCC2)c2cccs2)cc1 (stereo not given),-11,2,.,-3,-3,-5,1
CNC(=S)Nc1ccc([N+](=O)[O-])cc1C,2,0,-1.0,3,-4,.,-9
COc1ccc(NC2=C(C(C)=O)C(c3ccc(OC)cc3)C(C(C)=O)C(C)(O)C2)cc1 (stereo not given),-6,2,3.7,.,-8,.,-4
CN(C)CC#Cc1ccc([C@@H]2[C@@H](CO)N3CCCCN(C(=O)CN(C)C)C[C@@H]23)cc1,2,6,-0.3,-9,5,3,0
C[C@@H]1CN([C@@H](C)CO)C(=O)c2cc(NC(=O)Nc3ccc4c(c3)OCO4)ccc2O[C@H]1CN(C)Cc1ccc(C(=O)O)cc1,-4,5,.,-17,-3,-2,1
CN1CCC(N(C)C(=O)CNC(=O)c2ccc(C(C)(C)C)cc2)CC1,9,.,-0.1,4,-7,-4,-9
COC(=O)C[C@H]1C[C@@H]2c3cc(NC(=O)C4CCOCC4)ccc3O[C@@H]2[C@H](CO)O1,-1,0,0.5,-2,8,5,1
COc1ccc(S(=O)(=O)N[C@@H]2C=C[C@H](CC(=O)NCc3ccccc3F)O[C@@H]2CO)cc1,2,1,0.0,-5,3,?,4
COc1ccc(C(=O)NNC(=O)CCn2nnc(-c3ccc(C)cc3)n2)cc1OC,-3,.,.,.,-9,-1,0

Additional results
SMILES,ERp5 block,PglD inh,E-selectin induc,Statin myotox sup,S100A4 inh HTS,DENV2 CPE rescue,SIRT5 block
COCCCNC(=O)N1c2ccccc2Sc2ccccc21,0,-1,.,11,-8,-2,-2
COc1ccc(Nc2c3c(nc4ccccc24)CCC3)c(OC)c1,-1,1,-0.4,-30,4,-5,-1
CCCCNC(=O)CNC(=O)c1nn(-c2ccc(OC)c(Cl)c2)c(=O)c2ccccc12,0,.,0.1,.,49,0,-4
C[C@@H]1CN([C@@H](C)CO)C(=O)c2cc(NC(=O)CCC(F)(F)F)ccc2O[C@@H]1CN(C)Cc1ccc2c(c1)OCO2,-2,2,0.0,3,6,29*,13
COc1ccc(CN(C)C[C@H]2OCCCC[C@@H](C)Oc3ccc(NC(=O)c4ccncc4)cc3C(=O)N([C@@H](C)CO)C[C@@H]2C)cc1,6,2,0.0,.,4,0,2
Cc1ccc2nc(SCC(=O)N(CC(C)C)c3c(N)n(Cc4ccccc4)c(=O)[nH]c3=O)[nH]c2c1,7,-3,-0.2,.,-1,6,-1
Cn1c(CC(=O)Nc2ccc(Cl)cc2)nnc1SCC(=O)N1CCOCC1,-2,3,-0.3,.,-2,15,-1

Among those listed so far, six have two or more sulfur atoms.
SMILES,ERp5 block,PglD inh,E-selectin induc,Statin myotox sup,S100A4 inh HTS,DENV2 CPE rescue,SIRT5 block
Nc1nnc(SCC(=O)OCC(=O)c2ccccc2)s1,5,.,-0.2,.,-2,?,-2
C[C@@H]1CCCCO[C@@H](CN(C)S(=O)(=O)c2cccs2)[C@@H](C)CN([C@@H](C)CO)C(=O)c2cc(NC(=O)Cc3ccccc3)ccc2O1,.,-5,-0.3,.,.,2,.
COc1ccc(/C=[N+](\[O-])C2N(c3ccccc3)C(=S)SC2(C)C)cc1OC (stereo not given),0,.,0.2,.,1,2,-1
CCOC(=O)Cc1csc(NC(=O)c2sc3nc4cc(C)ccc4cc3c2N)n1,-5,.,0.1,.,18,-3,2
Cc1noc(C)c1S(=O)(=O)N(C)C[C@@H]1OCCCC[C@@H](C)Oc2ccc(NS(C)(=O)=O)cc2C(=O)N([C@H](C)CO)C[C@@H]1C,0,1,0.0,.,-5,0,1
C[C@H](CO)N1C[C@H](C)[C@H](CN(C)S(C)(=O)=O)Oc2cc(C#CC3CC3)ccc2S1(=O)=O,6,-2,-2.3,20,-4,-5,0
